PP1 counter = counter-screen for PP5 inhibitors: inhibitors of human PP1-alpha; inhibition, % at 6.7 µM; purified PP1alpha, OMFP fluorescence; 320,000 tested, 0.9% active; P62136;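 active means inhibition above the mean inhibition of all tested compounds plus 3 SD, computed separately for each screening campaign, cut at about 15% in these data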
Target sequence (P62136 whole entry, looked up): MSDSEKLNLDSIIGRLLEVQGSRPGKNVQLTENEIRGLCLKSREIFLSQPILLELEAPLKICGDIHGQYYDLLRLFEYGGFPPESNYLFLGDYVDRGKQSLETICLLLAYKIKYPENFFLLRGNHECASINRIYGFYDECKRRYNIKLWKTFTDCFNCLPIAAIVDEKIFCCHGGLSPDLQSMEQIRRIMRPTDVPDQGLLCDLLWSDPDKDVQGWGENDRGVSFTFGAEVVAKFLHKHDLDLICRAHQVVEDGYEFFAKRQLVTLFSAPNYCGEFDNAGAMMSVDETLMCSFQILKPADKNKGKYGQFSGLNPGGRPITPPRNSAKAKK
PREPL inhibitor = inhibits the human prolyl oligopeptidase-like enzyme; Q4J6C6; recombinant PREPL, fluorescence polarization activity-based probe; inhibition, % at 5.96 µM; 320,000 tested, 0.68% active; in the data active means inhibition above about 43%;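 further: 0% = enzyme with DMSO and 100% = wells lacking enzyme; many of its hits are not listed in these tables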
Target sequence (Q4J6C6 whole entry, looked up): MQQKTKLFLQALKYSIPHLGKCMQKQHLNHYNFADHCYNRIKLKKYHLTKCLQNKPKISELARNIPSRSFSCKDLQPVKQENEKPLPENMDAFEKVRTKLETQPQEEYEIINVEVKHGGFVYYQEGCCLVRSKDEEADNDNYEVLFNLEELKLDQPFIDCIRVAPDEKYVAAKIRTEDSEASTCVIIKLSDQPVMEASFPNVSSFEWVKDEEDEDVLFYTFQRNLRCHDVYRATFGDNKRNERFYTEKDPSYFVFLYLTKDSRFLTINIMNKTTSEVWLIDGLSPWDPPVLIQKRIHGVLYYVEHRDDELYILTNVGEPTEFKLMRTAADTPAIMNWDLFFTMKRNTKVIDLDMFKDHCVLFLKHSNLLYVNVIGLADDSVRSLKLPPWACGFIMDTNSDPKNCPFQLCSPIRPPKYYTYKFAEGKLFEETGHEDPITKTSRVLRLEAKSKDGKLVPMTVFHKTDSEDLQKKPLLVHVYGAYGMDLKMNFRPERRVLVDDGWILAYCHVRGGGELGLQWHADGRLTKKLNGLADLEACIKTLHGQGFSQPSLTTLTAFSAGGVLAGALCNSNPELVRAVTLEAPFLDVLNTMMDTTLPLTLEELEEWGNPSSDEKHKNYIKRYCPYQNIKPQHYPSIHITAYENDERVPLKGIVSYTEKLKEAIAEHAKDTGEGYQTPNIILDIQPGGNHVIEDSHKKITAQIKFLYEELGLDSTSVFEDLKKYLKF
Efflux pump inh = antifungal efflux pump inhibition, Nile Red retention; S. cerevisiae Candida pump triplex; inhibition, % at 10 µM; 330,000 tested, 0.44% active;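 active means plate passing quality check with inhibition over a set limit, or well fluorescence over plate mean plus 4 SD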;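 further: Nile Red retained in pooled yeast measured as flow cytometry median fluorescence; 0% = buffer negative control and 100% = Enniatin B positive control; higher means more Nile Red kept so more efflux inhibition; some compounds called inactive have numbers as strong as hits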
core dimer inh = blocks dimerization of HCV core protein; 300,000 tested, 0.33% active; TR-FRET GST/Flag-core106 dimerization, 1536-well; inhibition, % at 5 µM;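 active means inhibition above the mean of all tested compounds plus 3 SD, set per screening campaign, cut at about 45% in these data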
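Assay system – GST-tagged and Flag-tagged HCV core protein residues 1-106 · Quantity – core106 proteins, GST 13.5 nM and Flag 17 nM · Benchmarks – unlabelled core106 and no-GST-core106 wells · Read-out basis – percent inhibition of core106 dimerization signal · Detection – time-resolved FRET, ex 340 nm, em 617 and 671 nm · Schedule – 4 h at 22.5 °C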
ZTA DNA inh = ZTA (EBV) inhibition in EBNA-1 counter-screen. P03206. ZTA-DNA binding, fluorescence polarization. inhibition, % at 11 µM. 320,000 tested, 0.15% active. AID 2234; in the data active means inhibition above about 33%
EBNA-1 inhibitor = blocks EBNA-1 binding to DNA | inhibition, % at 14.8 µM | EBNA-1 DNA binding, fluorescence polarization | 300,000 tested, 0.34% active; in the data active means inhibition above about 28%
PP5 inh = blocks human protein phosphatase 5 activity; purified PP5c, OMFP substrate fluorescence; inhibition, % at 6.7 µM; 320,000 tested, 0.18% active;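 active means inhibition above the campaign's mean inhibition across all tested compounds plus 3 SD, cut at about 9.5% in these data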;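 further: 0% = DMSO only and 100% = 100 µM cantharidin control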
CTSL1 counter = cathepsin L1 inhibition, PFM18AAP counter-screen; recombinant F. hepatica cathepsin L1, Z-Leu-Arg-MCA fluorescence; inhibition, % at 5.96 µM; 300,000 tested, 0.49% active; AID 1906;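 active means inhibition above the mean of all tested compounds plus 3 SD, set per screening campaign, cut at about 17% in these data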;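 further: 0% = plate median of test compound wells and 100% = 1 µM Z-Phe-Ala-diazomethylketone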
TPT1 inhibitor = inhibitors of Candida albicans tRNA 2'-phosphotransferase TPT1; 300,000 tested, 0.81% active; inhibition, % at 5 µM; recombinant caTPT1, FP RNA substrate dephosphorylation;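 active means inhibition above the mean of all tested compounds plus 3 SD, set per screening campaign, cut at about 24% in these data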;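 further: plate controls were DMSO alone for no effect and ferristatin control at 100 nM for full effect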
An asterisk follows results filed as active; / = no result given.

The first 11 compounds, to show the layout:
SMILES | PP1 counter | PREPL inhibitor | Efflux pump inh | core dimer inh | ZTA DNA inh | EBNA-1 inhibitor | PP5 inh | CTSL1 counter | TPT1 inhibitor
NC(=O)CN1CCN(C2CC(=O)N(CCc3ccccc3)C2=O)CC1 (centres undefined) | 0 | 6 | 0.1 | 9 | 12 | 10 | 0.7 | 3 | -1
Cn1nc(-c2ccc(Cl)cc2)c2cc(C(=O)NCC3CCCO3)sc21 (centres undefined) | -2 | 7 | 0.3 | 0 | 4 | 3 | 0.6 | 0 | 2
N#Cc1cc(C(=O)c2cc(Cl)ccc2O)cn(-c2ccccc2)c1=O | 1 | -3 | -0.2 | 8 | 8 | 6 | 1.1 | 0 | 11
CS(=O)(=O)N1CCC(C(=O)N2CCN(C(c3ccccc3)c3ccccc3)CC2)CC1 | -1 | 1 | 0.0 | 3 | -16 | 0 | 0.3 | -3 | 2
COc1ccc(OC)c(-c2cc(C(=O)N3CCCc4ccccc43)no2)c1 | 1 | 6 | 0.0 | -2 | -9 | 4 | -0.2 | 1 | 0
C[C@H](NC(=O)c1nc[nH]c1C(=O)N[C@@H](CCCCNC(=O)OC(C)(C)C)C(=O)OC(C)(C)C)C(=O)OC(C)(C)C | 8 | 0 | 0.2 | 4 | 4 | -6 | 9.6* | 8 | 1
CCN(CC)c1ccc(/C=N/NC(=O)c2ccco2)c(O)c1 | -4 | 3 | -0.2 | -18 | 7 | -11 | 2.4 | 3 | 27*
CC(C)N1CCN(S(=O)(=O)c2ccc3ccccc3c2)CC1 | -1 | -2 | 0.3 | 4 | 133* | 153* | 4.8 | -5 | 2
Cn1cc(C(CC(=O)O)C(=O)O)c2ccccc21 (centres undefined) | -1 | 16 | 0.2 | 2 | -20 | -1 | 0.9 | 0 | -3
CCCOc1ccccc1C(=O)NC(CO)C(=O)O (centres undefined) | -1 | -4 | 0.2 | 2 | -2 | -3 | 0.5 | -1 | -6
COc1cccc(N=C2SC(C(=O)Nc3ccccc3F)CC(=O)N2C)c1 (centres undefined) | -2 | -1 | 0.1 | -1 | -7 | -13 | 0.7 | -2 | -1

The whole of this part, from the start:
SMILES | PP1 counter | PREPL inhibitor | Efflux pump inh | core dimer inh | ZTA DNA inh | EBNA-1 inhibitor | PP5 inh | CTSL1 counter | TPT1 inhibitor
NC(=O)CN1CCN(C2CC(=O)N(CCc3ccccc3)C2=O)CC1 (centres undefined) | 0 | 6 | 0.1 | 9 | 12 | 10 | 0.7 | 3 | -1
Cn1nc(-c2ccc(Cl)cc2)c2cc(C(=O)NCC3CCCO3)sc21 (centres undefined) | -2 | 7 | 0.3 | 0 | 4 | 3 | 0.6 | 0 | 2
N#Cc1cc(C(=O)c2cc(Cl)ccc2O)cn(-c2ccccc2)c1=O | 1 | -3 | -0.2 | 8 | 8 | 6 | 1.1 | 0 | 11
CS(=O)(=O)N1CCC(C(=O)N2CCN(C(c3ccccc3)c3ccccc3)CC2)CC1 | -1 | 1 | 0.0 | 3 | -16 | 0 | 0.3 | -3 | 2
COc1ccc(OC)c(-c2cc(C(=O)N3CCCc4ccccc43)no2)c1 | 1 | 6 | 0.0 | -2 | -9 | 4 | -0.2 | 1 | 0
C[C@H](NC(=O)c1nc[nH]c1C(=O)N[C@@H](CCCCNC(=O)OC(C)(C)C)C(=O)OC(C)(C)C)C(=O)OC(C)(C)C | 8 | 0 | 0.2 | 4 | 4 | -6 | 9.6* | 8 | 1
CCN(CC)c1ccc(/C=N/NC(=O)c2ccco2)c(O)c1 | -4 | 3 | -0.2 | -18 | 7 | -11 | 2.4 | 3 | 27*
CC(C)N1CCN(S(=O)(=O)c2ccc3ccccc3c2)CC1 | -1 | -2 | 0.3 | 4 | 133* | 153* | 4.8 | -5 | 2
Cn1cc(C(CC(=O)O)C(=O)O)c2ccccc21 (centres undefined) | -1 | 16 | 0.2 | 2 | -20 | -1 | 0.9 | 0 | -3
CCCOc1ccccc1C(=O)NC(CO)C(=O)O (centres undefined) | -1 | -4 | 0.2 | 2 | -2 | -3 | 0.5 | -1 | -6
COc1cccc(N=C2SC(C(=O)Nc3ccccc3F)CC(=O)N2C)c1 (centres undefined) | -2 | -1 | 0.1 | -1 | -7 | -13 | 0.7 | -2 | -1
CC(=O)N(CN1C(=O)c2ccc([N+](=O)[O-])cc2C1=O)c1ccc(F)cc1 | -8 | -2 | 0.0 | 3 | -12 | 2 | 1.9 | -2 | 0
COc1ccc(C)cc1S(=O)(=O)N1CCCCCC1 | 3 | 13 | -0.1 | -2 | -4 | 0 | 0.3 | 2 | -4
Cc1ccc(-c2noc(CCC(=O)NCCCN3CCN(c4ccc(F)cc4)CC3)n2)cc1 | 3 | -12 | 0.1 | -14 | 5 | -14 | 1.5 | -1 | 6
CC(NC(=O)C1=CC=CN2CCS(=O)(=O)N=C12)c1ccc(Cl)cc1Cl (centres undefined) | -2 | -2 | 0.0 | / | 12 | / | -1.5 | / | /
CC(=O)Nc1ccc(NC(=O)CSc2nnc(-c3cccs3)n2N)cc1 | -2 | -2 | 0.0 | -3 | 7 | 2 | -1.2 | -2 | -1
COc1cccc(-c2nc(CS(=O)(=O)CC(=O)NCc3ccccc3)c(C)o2)c1 | -5 | 5 | 0.3 | -15 | -5 | -2 | 3.1 | 1 | 2
Nc1ccc(C(=O)Nc2ccc(NC(=O)c3ccco3)c(O)c2)cc1 | -2 | 5 | 0.0 | -22 | 4 | -10 | 1.4 | -3 | 0
CCOc1ccc(S(=O)(=O)Nc2ccc(C(=O)N3CCCC3)cc2)cc1C(N)=O | 0 | 13 | -0.1 | -8 | 4 | -12 | 1.7 | -1 | 3
Cc1ccc(S(=O)(=O)N2CCCC(N3CCOCC3)C2)cc1Cl (centres undefined) | -1 | 4 | 0.0 | 0 | -9 | -10 | 1.2 | -3 | 1
CN1CCN(CC(O)c2ccccc2)CC1 (centres undefined) | -1 | 11 | -0.1 | -6 | -8 | -2 | 0.7 | 0 | -4
COc1ccc([N+](=O)[O-])cc1NC(=O)CCN1CCN(C)CC1 | -1 | 6 | 0.0 | 0 | 7 | -4 | 0.4 | 0 | -1
O=C(NCC1CCCO1)c1ccc(CS(=O)(=O)c2ccc(Br)cc2)o1 (centres undefined) | -6 | -2 | 0.0 | -6 | 14 | 5 | -0.1 | 0 | -2
CCn1c(=O)c2cc(C(=O)Nc3cc(C)on3)sc2c2ccccc21 | -2 | -10 | -0.1 | 2 | 9 | -6 | -2.2 | 1 | 0
CC(CNC(=O)c1cc(COc2c(F)cccc2F)on1)Oc1cccnc1 (centres undefined) | 3 | 14 | 0.0 | -3 | -19 | 3 | -0.5 | 2 | 0
Cc1ccc(C(NC(=O)C2CCCCC2)c2c(O)ccc3ccccc23)cc1 (centres undefined) | 5 | 8 | -0.3 | 11 | -14 | -9 | 3.7 | 2 | -5
CCc1ccn2cc(-c3ccc4c(c3)OCO4)nc2c1 | 0 | 3 | 0.1 | 0 | -10 | -6 | -0.7 | -3 | -2
CCCCc1ccc(S(=O)(=O)N2CCN(C(=O)c3ccco3)CC2)cc1 | 1 | -63 | 0.2 | -1 | -3 | 4 | -1.7 | 3 | 0
CC1Cc2nc(SCC(=O)N3CCOCC3)n(C)c(=O)c2S1 (centres undefined) | -2 | 4 | 0.2 | 5 | 2 | 4 | 0.1 | -1 | 1
COc1ccc(-c2csc3ncnc(Oc4cccc5ccc(C)nc45)c23)cc1 | -1 | 4 | -0.1 | 16 | -2 | 4 | 2.2 | 7 | 4
CCN(CC)S(=O)(=O)c1ccc(Cl)c(C(=O)OCC(=O)c2c(N)n(C)c(=O)n(C)c2=O)c1 | 3 | 0 | 0.1 | 6 | -15 | -10 | 2.3 | 1 | 0
Cc1ccc(C)c(NC(=O)NNC(=O)c2ccc3ccccc3c2O)c1 | 0 | 4 | 0.0 | -4 | 1 | 10 | 1.4 | 2 | -2
Cc1ccc(NC(=O)Cn2cnc3cc([N+](=O)[O-])ccc3c2=O)c(Cl)c1 | 2 | 13 | -0.1 | 8 | -3 | 4 | -3.1 | -5 | 8
O=C1CN(C(=O)COC(=O)C2CCN(S(=O)(=O)c3ccccc3C(F)(F)F)CC2)c2ccccc2N1 | -1 | 6 | 0.1 | -1 | 10 | 2 | 0.6 | -2 | 1
Nc1nc(F)nc2c1ncn2[C@@H]1O[C@H](CO)[C@@H](O)[C@H]1O | 0 | -7 | 0.0 | 0 | -7 | -4 | 0.6 | -2 | -1
CCCSc1nc2c(c(=O)[nH]c(=O)n2C)n1Cc1ccc(C)cc1 | -3 | 4 | 0.1 | -1 | 8 | 1 | -0.8 | 0 | -4
COc1cc(C(=O)Nc2ccc(NC(=O)c3ccco3)nc2)cc(OC)c1OC | -5 | 2 | 0.1 | -2 | -9 | 4 | 2.2 | 1 | -5
CC1(C)S[C@@H]2[C@H](NC(=O)[C@H](N)c3ccc(O)cc3)C(=O)N2[C@H]1C(=O)O | -3 | 11 | 0.2 | -11 | -8 | -17 | 3.7 | -3 | 0
CCn1c(CCC(=O)Nc2ccccc2F)nnc1SCC(=O)Nc1ccc(OC)cc1 | -4 | 2 | 0.2 | 6 | 1 | 2 | -0.5 | -3 | -4
CC(=O)c1cccc(NC(=O)c2ccc(N(C)S(C)(=O)=O)cc2)c1 | -2 | 1 | -0.1 | -4 | 1 | 13 | 0.2 | -1 | -2
O=C(O)c1cccc(N=C2NC(=O)C(CO)(CO)S2)c1 | -3 | 5 | -0.1 | 1 | 16 | 5 | 0.0 | -2 | -3
COc1cccc(-c2nnc(SCC(=O)Nc3ccc4c(c3)OCCO4)n2Cc2ccco2)c1 | 1 | 16 | 0.5 | 3 | -9 | -1 | 1.0 | 2 | -2
O=C(CSCc1ccccc1Cl)Nc1ccc(C(=O)O)cc1 | -2 | -9 | 0.0 | 2 | -14 | -6 | 0.0 | -1 | -3
COc1ccc(C2=NOC(C)(c3sc(-c4ccc(Cl)cc4)nc3C)C2)cc1 (centres undefined) | 3 | -8 | 0.1 | -7 | -15 | -8 | 0.4 | 0 | 3
Cc1ccc(OCCCN(C)C)c(Br)c1 | 0 | -1 | 0.0 | -7 | 4 | 8 | -2.1 | 1 | 0
Cc1nc(NC(=O)CN2CCC(O)(c3ccc(F)cc3)CC2)sc1C | -3 | 4 | -0.2 | -2 | -16 | 10 | 0.3 | -1 | 1
CC(C)NC(=O)C1CCN(C2CCN(Cc3nc(C(C)C)cs3)CC2)CC1 | -1 | 6 | 0.0 | -3 | 0 | -2 | 1.2 | 2 | 4
CN1CCN(Cc2c(O)ccc3c(=O)c(Oc4ccccc4Cl)c(C(F)(F)F)oc23)CC1 | -1 | 1 | -0.1 | -10 | 2 | -1 | -2.2 | 4 | -4
Cc1ccc(NC(=O)CSc2nnc(C3CCCCC3)n2N)cc1F | -4 | -3 | -0.1 | -2 | 1 | -11 | -0.1 | 0 | -1
COc1ccc(NC(=O)NCCCN2CCC(Cc3ccccc3)CC2)cc1 | 0 | 21 | 0.2 | -3 | 1 | -11 | -0.6 | -6 | -1
COc1ccc(CNS(=O)(=O)c2ccc(S(=O)(=O)N3CCCCC3)cc2)cc1 | 4 | 5 | 0.4 | 12 | -3 | -1 | 0.7 | -3 | 1
Cc1nn(C(=O)c2ccc3c(c2)OCO3)c(N)c1-c1ccccc1 | 7 | 5 | 0.4 | -3 | -5 | -2 | 5.8 | 5 | 0
CN(Cc1nc(-c2cccnc2)no1)S(=O)(=O)c1ccccc1 | 0 | -6 | 0.0 | -8 | -14 | -2 | -0.3 | -7 | -3

PP5 inh, hit marks shown above
SMILES	PREPL inhibitor	Efflux pump inh	core dimer inh	EBNA-1 inhibitor	PP5 inh	TPT1 inhibitor
C[C@H](NC(=O)c1nc[nH]c1C(=O)N[C@@H](CCCCNC(=O)OC(C)(C)C)C(=O)OC(C)(C)C)C(=O)OC(C)(C)C	0	0.2	4	-6	9.6*	1

High-throughput results (PubChem)

These rows are one share of the data; the hit share may differ from the screen's.
